Keap1-Nrf2 PPI = Keap1-Nrf2 (human) interaction inhibition. Q14145. Keap1 Kelch-Nrf2 peptide fluorescence polarization, 1536-well. actives 0.15% (n = 340,000). inhibition, % at 9.4 µM; in the data active = inhibition above about 12%; inconclusive = no clear call, values can overlap the other calls; inactive = below about 7.3%;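 also: human Keap1 Kelch domain with fluorescein labeled Nrf2 9mer peptide probe; 0% = neutral control wells and 100% = peptide positive control; higher means more block of Keap1 binding to Nrf2 peptide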
DAGLB inhibitor = diacylglycerol lipase beta (human) inhibition. inhibition, % at 5.17 µM. Q8NCG7. HEK293T DAGLB membrane lysate, EnzChek fluorogenic substrate. actives 0.059% (n = 340,000); in the data active = inhibition above about 34%;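 also: 0% = enzyme with vehicle and 100% = wells lacking enzyme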
Target sequence (Q8NCG7 whole entry, looked up): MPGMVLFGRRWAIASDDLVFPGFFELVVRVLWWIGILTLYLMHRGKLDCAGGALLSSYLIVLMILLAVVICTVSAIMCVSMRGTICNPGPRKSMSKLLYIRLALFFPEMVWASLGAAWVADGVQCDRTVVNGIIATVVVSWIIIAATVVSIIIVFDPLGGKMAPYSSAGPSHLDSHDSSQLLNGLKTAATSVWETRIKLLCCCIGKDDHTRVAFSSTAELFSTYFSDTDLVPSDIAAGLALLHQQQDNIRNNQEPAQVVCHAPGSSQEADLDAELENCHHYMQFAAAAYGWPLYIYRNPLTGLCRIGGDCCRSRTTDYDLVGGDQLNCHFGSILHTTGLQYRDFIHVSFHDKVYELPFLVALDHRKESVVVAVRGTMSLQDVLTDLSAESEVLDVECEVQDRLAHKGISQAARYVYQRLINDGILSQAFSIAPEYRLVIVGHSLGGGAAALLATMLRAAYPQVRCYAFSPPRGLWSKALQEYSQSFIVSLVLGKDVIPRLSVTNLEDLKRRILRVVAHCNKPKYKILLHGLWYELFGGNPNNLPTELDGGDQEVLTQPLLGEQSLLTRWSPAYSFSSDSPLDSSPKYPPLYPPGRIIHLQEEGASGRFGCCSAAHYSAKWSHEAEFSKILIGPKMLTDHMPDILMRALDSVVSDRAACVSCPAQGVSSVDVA
CAL PDZ FP-1 = blocks peptide binding to human CAL PDZ domain | actives 0.02% (n = 330,000) | AID 504414 | inhibition, % at 20 µM | Q9HD26 | purified CAL PDZ, TMR-peptide fluorescence polarization, 1 h;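 active = highest replicate inhibition of at least 40%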;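 also: plate controls were DMSO neutral control wells for no effect and unlabeled competitor peptide control wells for full effect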
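Material: tagged CAL PDZ protein CerCALP, purified; buffer or medium: sodium phosphate/NaCl buffer pH 7.4 with TCEP, IgG, Thesit; also added: fluorescent TMR peptide probe; schedule: 1 h incubation at room temperature before polarization reading; technique: fluorescence polarization from S- and P-plane intensities, G-factor corrected; control set: unlabelled peptide and DMSO controls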
LANA DNA inh = blocks KSHV LANA C-terminal domain binding to DNA | actives 0.078% (n = 340,000) | inhibition, % at 9 µM | MBP-C-LANA/FAM-LBS DNA binding, fluorescence polarization;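 active = highest replicate inhibition at or above 60% at 9 µM, even if other replicates fall short; inactive = all replicates below 60% inhibition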;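 also: 0% = neutral control wells and 100% = 4 µM acridine orange control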
cardiac RTF act = increases calcium sensitivity of human cardiac regulated thin filaments; IANBD-labeled TnC RTF fluorescence at EC20 calcium; 0% EC20 calcium, 100% full calcium; activation, % at 7.2 µM; actives 0.24% (n = 340,000); AID 493008;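 active = activation above the mean over all tested compounds plus 3 SD, cut at about 30% in these data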;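 also: rise in fluorescence read as greater calcium sensitivity of cardiac thin filaments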
SR-BI uptake up = activators of SR-BI mediated HDL lipid uptake | actives 0.096% (n = 320,000) | CHO ldlA[mSR-BI] cells, DiI-HDL uptake fluorescence, 3 h; 100 = double the neutral-control signal | activation, % at 12.5 µM | AID 504775;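 active = mean replicate activation of at least 60% and every replicate at or above 60%; inconclusive = mean or all-replicate condition met, but not both; inactive = mean below 60% and not all replicates reaching 60%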;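 also: 0% = median plate neutral-control signal and 100% = twice that signal; values of inactives mirror those of a sister screen read the other way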
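System: CHO ldlA[mSR-BI] cells / Medium: HEPES-buffered (25 mM, pH 7.4) F12 plus 0.5% BSA / Probe or stimulus: labelled HDL, 10 µg/mL / Doses: single compound concentration, delivered by pin transfer / Schedule: 3 h, 37 °C / Measured by: DiI fluorescence, bottom read / Measure: cell-associated DiI fluorescence as measure of HDL uptake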
RTF Ca sens inh = cardiac RTF calcium desensitization; IANBD-labeled cardiac RTF, Ca2+ fluorescence; inhibition, % at 7.15 µM; actives 0.12% (n = 340,000); P19429+P45379;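 active = inhibition above the mean inhibition of all tested compounds plus 3 SD, cut at about 17% in these data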;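 also: assay run at fixed EC70 calcium of 1.6 mM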
Rtt109 HAT inh = C. albicans Rtt109 histone acetyltransferase inhibition; purified Rtt109/Vps75, ThioGlo CoA-SH fluorescence, 4 h; inhibition, % at 34.9 µM; actives 0.16% (n = 330,000); AID 540336;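 active = inhibition of at least 50% in every replicate; inconclusive = best replicate reaches 50% inhibition but some replicates fall short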
CAL PDZ FP-2 = CAL PDZ (human) peptide binding inhibition | actives 0.92% (n = 300,000) | purified CAL PDZ, TMR-peptide fluorescence polarization, 1 h | inhibition, % at 24.9 µM | AID 602252 | Q9HD26;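 active = mean inhibition of at least 30% with at least half of replicates also reaching 30%; inconclusive = no clear call, values can overlap the other calls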;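 also: 0% = DMSO neutral control and 100% = excess unlabeled competitor peptide PRC23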
PKA-R2B activ = PKA-R2B complex activation; P22694+P31323; PKA-R2B holoenzyme dissociation, Cy5-IP20 fluorescence polarization; R2B truncated from residue 108, S112A mutant; 0% DMSO only, 100% 113 µM cGMP; activation, % at 11.4 µM; actives 0.079% (n = 340,000);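 active = activation above a cutoff set at the mean over all compounds plus 3 SD, cut at about 18% in these data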;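 also: higher means more holoenzyme dissociation and a rise in polarization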
Target sequence (P31323 whole entry, looked up, other chains not shown, the tested form may be a part): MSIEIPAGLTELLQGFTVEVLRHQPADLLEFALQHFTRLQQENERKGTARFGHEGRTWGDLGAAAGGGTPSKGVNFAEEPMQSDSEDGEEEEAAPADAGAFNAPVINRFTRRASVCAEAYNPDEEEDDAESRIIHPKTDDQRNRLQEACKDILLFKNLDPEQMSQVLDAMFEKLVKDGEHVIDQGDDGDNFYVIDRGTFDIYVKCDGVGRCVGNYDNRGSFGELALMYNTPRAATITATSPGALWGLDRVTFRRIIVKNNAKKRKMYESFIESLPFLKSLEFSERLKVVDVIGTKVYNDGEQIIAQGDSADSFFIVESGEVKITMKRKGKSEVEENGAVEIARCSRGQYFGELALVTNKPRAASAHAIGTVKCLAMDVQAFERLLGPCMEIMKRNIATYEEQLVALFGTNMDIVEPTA
* = called active by the depositor.

How did OCC(Cc1ccccc1)Nc1c2ccccc2nc2ccccc12 (stereo unspecified) do in these assays?
Keap1-Nrf2 PPI: 1; DAGLB inhibitor: -2; CAL PDZ FP-1: -3.6; LANA DNA inh: 0.3; cardiac RTF act: -2; SR-BI uptake up: -8; RTF Ca sens inh: 1; Rtt109 HAT inh: -17; CAL PDZ FP-2: 1; PKA-R2B activ: -6

What do the screens show for `COc1ccc(-c2cn3cccnc3n2)cc1NC(=O)c1cccs1`?
Keap1-Nrf2 PPI: -2; DAGLB inhibitor: 0; CAL PDZ FP-1: -3.1; LANA DNA inh: 1.8; cardiac RTF act: 15; SR-BI uptake up: -38; RTF Ca sens inh: 8; Rtt109 HAT inh: inconclusive; CAL PDZ FP-2: -2; PKA-R2B activ: -7

How did CCc1sc(C(=O)Nc2nc(-c3ccccn3)cs2)cc1C do in these assays?
Keap1-Nrf2 PPI: -1; DAGLB inhibitor: 4; CAL PDZ FP-1: -1.3; cardiac RTF act: -1; SR-BI uptake up: -48; RTF Ca sens inh: 6; Rtt109 HAT inh: -7; CAL PDZ FP-2: -3; PKA-R2B activ: -6

How did O=C(c1ccco1)N1N=C(c2cccs2)CC1c1cc([N+](=O)[O-])ccc1O (stereo unspecified) do in these assays?
Keap1-Nrf2 PPI: -5; DAGLB inhibitor: 9; CAL PDZ FP-1: -3.4; LANA DNA inh: -1.0; cardiac RTF act: 0; SR-BI uptake up: -1; RTF Ca sens inh: 5; Rtt109 HAT inh: -6; CAL PDZ FP-2: 0; PKA-R2B activ: -10

What do the screens show for `CC(C)n1c(-c2ccncc2)n[nH]c1=S`?
Keap1-Nrf2 PPI: -5; DAGLB inhibitor: 2; CAL PDZ FP-1: -0.2; LANA DNA inh: -1.3; cardiac RTF act: 10; SR-BI uptake up: 13; RTF Ca sens inh: 1; Rtt109 HAT inh: 5; PKA-R2B activ: 2

What do the screens show for `Clc1ccccc1Cn1nnc(-c2ccccc2)n1`?
Keap1-Nrf2 PPI: -2; DAGLB inhibitor: -1; CAL PDZ FP-1: -0.5; LANA DNA inh: -0.1; cardiac RTF act: -6; SR-BI uptake up: 7; RTF Ca sens inh: -2; Rtt109 HAT inh: -6; CAL PDZ FP-2: 6; PKA-R2B activ: -6

What do the screens show for `COc1ccc(C(=O)NC(=O)Nc2cc(C)ccn2)cc1`?
Keap1-Nrf2 PPI: 0; DAGLB inhibitor: -1; CAL PDZ FP-1: -0.7; LANA DNA inh: -0.9; cardiac RTF act: 2; SR-BI uptake up: -34; RTF Ca sens inh: -5; Rtt109 HAT inh: 2; CAL PDZ FP-2: 0; PKA-R2B activ: -5

Results for COc1ccc(NC(=O)c2ccc(NCC3CCCO3)c([N+](=O)[O-])c2)cc1 (stereo unspecified) ?
Keap1-Nrf2 PPI: -4; DAGLB inhibitor: 3; CAL PDZ FP-1: -1.6; LANA DNA inh: -0.5; cardiac RTF act: 2; SR-BI uptake up: -37; RTF Ca sens inh: -6; Rtt109 HAT inh: 22; CAL PDZ FP-2: -1; PKA-R2B activ: 3

Results for O=C(NC1=NCCS1)c1ccc([N+](=O)[O-])cc1Cl ?
Keap1-Nrf2 PPI: -3; DAGLB inhibitor: 0; CAL PDZ FP-1: -0.5; LANA DNA inh: 3.4; cardiac RTF act: 2; SR-BI uptake up: -14; RTF Ca sens inh: -7; CAL PDZ FP-2: 3; PKA-R2B activ: -6

How did COc1cc(NC(=O)c2cc(-c3cccnc3)nc3ccc(Br)cc23)cc(OC)c1 do in these assays?
Keap1-Nrf2 PPI: -6; DAGLB inhibitor: 1; CAL PDZ FP-1: -0.3; LANA DNA inh: 0.3; cardiac RTF act: 7; SR-BI uptake up: -61; RTF Ca sens inh: -1; Rtt109 HAT inh: 0; CAL PDZ FP-2: -4; PKA-R2B activ: -3

What do the screens show for `Cc1ccccc1N1CCN(C2CCCN(C(=O)c3cn4c(C)cccc4n3)C2)CC1` (stereo unspecified)?
Keap1-Nrf2 PPI: 2; DAGLB inhibitor: 4; CAL PDZ FP-1: -0.5; LANA DNA inh: 0.6; cardiac RTF act: 0; SR-BI uptake up: -28; RTF Ca sens inh: -1; Rtt109 HAT inh: 8; CAL PDZ FP-2: -9; PKA-R2B activ: 2

What do the screens show for `COc1ccc(OCc2cc(=O)c3ccc4c(c3o2)C=CC(C)(C)O4)cc1OC`?
Keap1-Nrf2 PPI: -3; DAGLB inhibitor: -5; CAL PDZ FP-1: -1.4; LANA DNA inh: -1.3; cardiac RTF act: 0; SR-BI uptake up: 18; RTF Ca sens inh: -4; Rtt109 HAT inh: 2; CAL PDZ FP-2: -2; PKA-R2B activ: 4

How did CSc1ccccc1NC(=O)c1ccoc1C do in these assays?
Keap1-Nrf2 PPI: -1; DAGLB inhibitor: -1; CAL PDZ FP-1: -1.2; LANA DNA inh: 2.5; cardiac RTF act: 4; SR-BI uptake up: -15; RTF Ca sens inh: -6; Rtt109 HAT inh: 9; CAL PDZ FP-2: 0; PKA-R2B activ: -4

What do the screens show for `Cc1nc2cccc(C(=O)Oc3ccc([N+](=O)[O-])cc3)c2o1`?
Keap1-Nrf2 PPI: -8; DAGLB inhibitor: -2; CAL PDZ FP-1: 0.1; cardiac RTF act: 0; SR-BI uptake up: 16; RTF Ca sens inh: -6; Rtt109 HAT inh: 12; CAL PDZ FP-2: 0; PKA-R2B activ: -8

How did c1ccc(-c2ccccc2OCc2nnc3n2CCC3)cc1 do in these assays?
Keap1-Nrf2 PPI: 2; DAGLB inhibitor: -1; CAL PDZ FP-1: -0.1; LANA DNA inh: 1.3; cardiac RTF act: 3; SR-BI uptake up: -16; RTF Ca sens inh: -1; Rtt109 HAT inh: -6; CAL PDZ FP-2: -1; PKA-R2B activ: 7

Results for CC(C)N(CC#CCC(O)(c1ccccc1)c1ccccc1)CCO ?
Keap1-Nrf2 PPI: -2; CAL PDZ FP-1: 0.3; LANA DNA inh: 2.0; SR-BI uptake up: -4; Rtt109 HAT inh: -3; CAL PDZ FP-2: 1

What do the screens show for `O=C(/C=C/c1c(F)cccc1Cl)Nc1ccc(S(=O)(=O)Nc2ncccn2)cc1`?
Keap1-Nrf2 PPI: -7; DAGLB inhibitor: 1; CAL PDZ FP-1: -4.4; LANA DNA inh: -0.6; cardiac RTF act: 5; RTF Ca sens inh: 6; Rtt109 HAT inh: 8; CAL PDZ FP-2: -4; PKA-R2B activ: -12

What do the screens show for `CC(C)=CC(=O)Nc1nnc(-c2ccc(F)cc2)s1`?
Keap1-Nrf2 PPI: -1; DAGLB inhibitor: -1; CAL PDZ FP-1: -1.1; LANA DNA inh: -1.1; cardiac RTF act: -6; SR-BI uptake up: -3; RTF Ca sens inh: -2; Rtt109 HAT inh: -3; CAL PDZ FP-2: -5; PKA-R2B activ: -6

How did Cc1nc(N2CCOCC2)c2c(C)c(C(=O)Nc3ccc(F)cc3Cl)sc2n1 do in these assays?
Keap1-Nrf2 PPI: -2; DAGLB inhibitor: 0; CAL PDZ FP-1: -1.7; LANA DNA inh: 0.0; cardiac RTF act: -4; SR-BI uptake up: -29; RTF Ca sens inh: -1; Rtt109 HAT inh: 7; CAL PDZ FP-2: -3; PKA-R2B activ: -11

What do the screens show for `COc1ccc(S(=O)(=O)NC(C)C(=O)N2CCCCCC2)cc1` (stereo unspecified)?
Keap1-Nrf2 PPI: -4; DAGLB inhibitor: -3; CAL PDZ FP-1: -0.5; LANA DNA inh: -0.6; cardiac RTF act: -3; SR-BI uptake up: 34; RTF Ca sens inh: -10; Rtt109 HAT inh: -2; CAL PDZ FP-2: -1; PKA-R2B activ: 4

What do the screens show for `CC1(c2ccc3ccccc3c2)NC(=O)N(CC(N)=O)C1=O` (stereo unspecified)?
Keap1-Nrf2 PPI: -5; DAGLB inhibitor: -2; CAL PDZ FP-1: 0.4; LANA DNA inh: 1.0; cardiac RTF act: 5; SR-BI uptake up: 21; RTF Ca sens inh: -6; Rtt109 HAT inh: 4; CAL PDZ FP-2: 0; PKA-R2B activ: -12

What do the screens show for `Cc1cc(C)c(S(=O)(=O)NCC(c2ccc3c(c2)OCO3)N2CCOCC2)c(C)c1` (stereo unspecified)?
Keap1-Nrf2 PPI: 0; DAGLB inhibitor: -4; CAL PDZ FP-1: -0.3; LANA DNA inh: 1.9; cardiac RTF act: 3; SR-BI uptake up: 14; RTF Ca sens inh: 8; Rtt109 HAT inh: -7; CAL PDZ FP-2: 7; PKA-R2B activ: 0

What do the screens show for `COC(=O)C1=C(C)N(C)C(=O)NC1c1ccc([N+](=O)[O-])o1` (stereo unspecified)?
Keap1-Nrf2 PPI: 1; DAGLB inhibitor: 3; CAL PDZ FP-1: -1.2; LANA DNA inh: 0.2; cardiac RTF act: -5; SR-BI uptake up: 30; RTF Ca sens inh: 9; CAL PDZ FP-2: -3; PKA-R2B activ: -5

Results for COc1ccc(-n2nnnc2/C=C/Nc2cc(C(F)(F)F)ccc2OC)cc1 ?
Keap1-Nrf2 PPI: -4; DAGLB inhibitor: -14; CAL PDZ FP-1: 0.3; LANA DNA inh: 0.9; cardiac RTF act: 2; SR-BI uptake up: -41; RTF Ca sens inh: -10; Rtt109 HAT inh: -3; CAL PDZ FP-2: 105*; PKA-R2B activ: 4

What do the screens show for `C/C=C/C=C\C(=O)Nc1cccc(C2=NOC3(C2)C[C@@H](C(N)=O)N(C(=O)c2cc([N+](=O)[O-])cc([N+](=O)[O-])c2C)C3)c1` (stereo partly specified)?
Keap1-Nrf2 PPI: -1; DAGLB inhibitor: 3; CAL PDZ FP-1: 0.2; LANA DNA inh: 0.6; cardiac RTF act: -3; SR-BI uptake up: -55; RTF Ca sens inh: -5; Rtt109 HAT inh: 3; CAL PDZ FP-2: 1; PKA-R2B activ: -7

How did O=C(Nc1sccc1C(=O)N1CCOCC1)c1cccnc1 do in these assays?
Keap1-Nrf2 PPI: -1; DAGLB inhibitor: 1; CAL PDZ FP-1: -0.1; LANA DNA inh: 0.3; cardiac RTF act: 1; SR-BI uptake up: -11; RTF Ca sens inh: -7; Rtt109 HAT inh: -15; PKA-R2B activ: 0

What do the screens show for `COc1ccc(NC(=O)CCc2ccccc2)cc1S(=O)(=O)N1CCOCC1`?
Keap1-Nrf2 PPI: -2; DAGLB inhibitor: -1; CAL PDZ FP-1: -0.4; LANA DNA inh: -1.1; cardiac RTF act: -3; SR-BI uptake up: 11; RTF Ca sens inh: -8; Rtt109 HAT inh: 0; PKA-R2B activ: 0

High-throughput results: PubChem BioAssay, several laboratories
